Screening results: PubChem BioAssay, Broad Institute
ERp5 inh – blocks human ERp5 reductase activity on insulin. Q15084. ERp5 insulin aggregation, absorbance 650 nm, 90 min. inhibition, % at 9.99 µM. 350,000 compounds, 0.05% hits;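 active = mean replicate inhibition above about 25%, with every replicate also reaching it, limit read from the data, passing the limit was not always enough; inconclusive = only one of those two criteria met; inactive = neither criterion met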
Target sequence (Q15084 whole entry, looked up): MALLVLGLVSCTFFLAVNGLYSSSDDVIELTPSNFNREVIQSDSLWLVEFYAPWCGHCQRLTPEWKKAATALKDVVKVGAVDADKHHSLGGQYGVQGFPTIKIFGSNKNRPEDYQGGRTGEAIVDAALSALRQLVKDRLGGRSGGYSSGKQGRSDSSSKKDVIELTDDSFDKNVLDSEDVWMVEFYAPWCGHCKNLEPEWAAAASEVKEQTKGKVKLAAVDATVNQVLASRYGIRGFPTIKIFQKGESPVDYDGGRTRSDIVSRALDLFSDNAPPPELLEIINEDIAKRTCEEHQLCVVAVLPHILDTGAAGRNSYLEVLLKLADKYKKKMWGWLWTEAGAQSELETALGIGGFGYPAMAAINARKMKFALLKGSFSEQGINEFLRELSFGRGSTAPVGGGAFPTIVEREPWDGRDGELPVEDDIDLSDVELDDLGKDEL
ARNT TACC3 PPI – ARNT/TACC3 interaction disruption | AID 623870 | 390,000 compounds, 0.66% hits | Q9Y6A5 | AlphaScreen His-ARNT PAS-B/GST-TACC3 binding, luminescence; TACC3 fragment carries E629A point mutation | inhibition, % at 9.99 µM;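 active = mean inhibition of replicates at least 50% and at least half of replicates each reaching 50%; inconclusive = half or more replicates reach 50% but mean below 50%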;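 also: 0% = complete ARNT plus TACC3 wells and 100% = ARNT alone without TACC3; many hits fall short of the cut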
E-sel inducer – induces E-selectin expression in human endothelial cells; 260,000 compounds, 0.37% hits; P16581; HUVEC E-selectin immunofluorescence imaging; normalized: neutral wells 0, TNF-alpha wells 100; activation, % at 7.58 µM;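 active = mean E-selectin-positive cell signal at least 10% of the positive control, reached in at least 60% of replicates, without over 20% cell loss; inconclusive = no rule given, readout overlaps actives, possibly toxicity-flagged; inactive = the rest, including those meeting only one limit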;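 also: in these data hits start at about 27%; measured in HUVEC primary endothelial cells; signal is the percent of cells scored E-selectin positive by PE staining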
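material = human umbilical vein endothelial cells (HUVEC), E-selectin induction | quantity = 3,000 cells/well | medium = EGM-2 growth medium on 0.1% gelatin-coated wells | technique = immunofluorescence imaging | read-out basis = % PE-positive cells | control set = TNF-alpha positive control, DMSO neutral control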
esBAF inh – blocks esBAF chromatin remodeling in mouse ES cells; Bmi1-luciferase knock-in reporter, 24 h; 100% = twice the neutral-well signal; reporter increase, % at 12.5 µM; 350,000 compounds, 2% hits; in the data active = activation above about 40%; inconclusive = no clear call, values can overlap the other calls;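 also: 0% = median of the plate's neutral control wells and 100% = double that signal; a rise in the Bmi1 reporter signal indicates esBAF inhibition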
RAD54 branch – RAD54 (human) branch migration inhibition; Q92698; RAD54 Holliday junction branch migration, FAM/BHQ fluorescence; inhibition, % at 10.4 µM; 360,000 compounds, 0.14% hits; AID 602329;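 active = mean normalized replicate activity at least 40 and at least half of replicates scoring 40 or more; inconclusive = only one of the two criteria met; inactive = mean below 40 and under half of replicates reaching 40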;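 also: 0% = median of neutral control wells and 100% = median of positive control wells; inhibitors cause a drop in the FAM fluorescence signal; in these data hits start at about 50%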
RAD52 inh – RAD52 (human) annealing inhibition. P43351. recombinant RAD52 DNA annealing, FRET fluorescence. inhibition, % at 18.7 µM. 360,000 compounds, 0.46% hits. AID 651710;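 active = every replicate showing at least 50% inhibition; inconclusive = mean inhibition at least 50% but not in every replicate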
Target sequence (P43351 whole entry, looked up): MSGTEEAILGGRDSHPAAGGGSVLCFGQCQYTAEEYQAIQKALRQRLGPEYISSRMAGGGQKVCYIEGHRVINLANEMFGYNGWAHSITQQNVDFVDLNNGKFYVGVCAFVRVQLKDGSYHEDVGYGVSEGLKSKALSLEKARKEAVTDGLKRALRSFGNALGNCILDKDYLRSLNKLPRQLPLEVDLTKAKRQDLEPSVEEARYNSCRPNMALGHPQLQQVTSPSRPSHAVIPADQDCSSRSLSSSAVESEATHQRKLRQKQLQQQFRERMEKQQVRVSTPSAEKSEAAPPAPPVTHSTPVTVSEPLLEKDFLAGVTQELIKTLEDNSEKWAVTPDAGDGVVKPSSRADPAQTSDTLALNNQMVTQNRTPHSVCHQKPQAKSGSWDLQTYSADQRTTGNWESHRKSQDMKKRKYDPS
CASP6 VEID inh – inhibitors of human caspase-6; 350,000 compounds, 0.53% hits; purified caspase-6, Z-VEID-R110 cleavage fluorescence; inhibition, % at 12.5 µM; P55212;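 active = mean inhibition across replicates at least about 35%, with every replicate also reaching that limit, limit read from the data; inconclusive = only one of the two criteria met; inactive = neither criterion met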;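 also: 0% = median of neutral control wells and 100% = no fluorescence left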
PglD inh – PglD (C. jejuni) enzyme inhibition; purified PglD enzyme, DTNB colorimetric CoA detection; inhibition, % at 12.5 µM; 360,000 compounds, 0.098% hits; AID 602405; in the data active = inhibition above about 16%, passing the limit was not always enough; inconclusive = no clear call, values can overlap the other calls; also: strong numbers were not always called active
Numbers without * were called inactive; u = inconclusive; x = not tested or not shown.

SMILES	ERp5 inh	ARNT TACC3 PPI	E-sel inducer	esBAF inh	RAD54 branch	RAD52 inh	CASP6 VEID inh	PglD inh
O=C(COc1ncnc2sccc12)NC1CCS(=O)(=O)C1 (centres undefined)	6.1	-4.2	-0.3	x	-3.3	-3.8	4.6	-1.6
[O-]/C(=C(\C(=S)Nc1ccccc1F)[n+]1ccccc1)c1ccc(OC(F)F)cc1	3.5	3.5	1.1	x	-1.3	-27.7	1.0	-6.3
C[C@H](CO)N1C[C@H](C)[C@H](CN(C)S(=O)(=O)c2ccccc2)OCCCC[C@H](C)Oc2ccc(NS(=O)(=O)c3cn(C)cn3)cc2C1=O	0.5	0.8	x	8.1	-4.2	17.4	1.1	2.9
Cc1ccc(S(=O)(=O)N[C@@H]2CC[C@@H](CCn3cc(C4CCCCC4)nn3)O[C@H]2CO)cc1	-7.2	-11.5	-0.4	7.9	-8.6	9.7	-2.3	-2.3
CCCOc1ccc(N2C(=O)CC(N(Cc3ccco3)C(=O)CCC(=O)O)C2=O)cc1 (centres undefined)	2.9	-3.5	-0.1	-0.3	-2.7	-4.5	0.4	5.7
O=C(CN1CCOCC1)N1CCCc2c1c(=O)oc1ccc(OCc3ccccc3)cc21	x	5.0	x	2.3	-11.7	x	x	-3.5
CCCc1cc(C(=O)N2CCCC(Cc3cccc(Cl)c3)(C(=O)OCC)C2)n(C)n1 (centres undefined)	1.3	-3.4	0.4	30.6	-10.8	-5.7	2.6	-2.8
C[C@H]1CCCCO[C@H](CN(C)S(=O)(=O)c2cccs2)[C@@H](C)CN([C@@H](C)CO)C(=O)c2cc(NS(=O)(=O)c3ccccc3)ccc2O1	-1.1	-3.8	x	-1.5	4.8	-6.6	-0.1	4.4
NCCCCCc1cn([C@@H](CCC(=O)O)C(=O)NCCCCCCCCCCC(=O)N2CCNCC2)nn1	-4.5	-0.2	0.0	0.1	-12.9	-0.9	-0.2	-0.9
CCOC(=O)C1=C(CC)Nc2ccccc2N=C1NC(=O)c1ccc(OC)c(S(=O)(=O)N2CCOCC2)c1	-16.8	-2.7	x	13.0	7.1	-2.8	3.4	1.9
Cc1ccc(OCCOc2cccc3ccc(C)nc23)c([N+](=O)[O-])c1	-4.7	2.6	1.7	11.5	-2.0	-6.3	2.2	-1.3
O=C(C(=O)N1CCCCC1)c1c(-c2ccccc2)[nH]c2ccccc12	-1.3	2.9	x	2.1	4.4	-8.9	2.2	-1.9
Cc1ccc(N/C=C2\C(=O)C3(C)CCC2C3(C)C)cc1C (centres undefined)	1.9	0.9	x	x	x	-13.4	-1.1	x
Nc1[nH]c(C(=O)c2ccccc2)c(-c2ccc([N+](=O)[O-])cc2)c1C(=O)NCCc1c[nH]c2ccccc12	2.4	x	0.4	x	x	-2.4	-3.6	x
O=C(C[C@H]1CC[C@@H]2[C@H](COC[C@H](O)CN2C(=O)c2ccccc2F)O1)NCc1ccc(F)cc1	10.7	-5.3	x	1.0	-2.0	-10.1	0.5	-0.8
CO[C@@H]1CN(C)C(=O)c2ccc(NS(=O)(=O)c3cn(C)cn3)cc2OC[C@H](C)N(C)C[C@H]1C	1.0	-8.1	0.0	-3.3	-7.1	-0.3	0.4	1.0
Cc1ccc(C(=O)N/N=C/c2cc(C)n(-c3ccc(Br)cc3)c2C)cc1[N+](=O)[O-]	x	-3.7	x	-1.4	-2.1	x	x	-4.8
COc1ccccc1NNC(=O)C(O)(c1ccccc1)c1ccccc1	1.3	3.8	-0.3	-3.0	x	-3.3	-0.2	x
Cc1c(CC(=O)O)c(=O)oc2c(C)c(OCc3ccccc3Br)ccc12	8.9	-10.0	0.0	3.4	4.7	-19.2	13.2	-0.4
Cc1cccc(C)c1NC(=O)COC(=O)CCc1c[nH]c2ccccc12	6.6	x	0.9	-5.0	x	-6.3	-1.7	x
CCOc1ccc(-c2c(C(=O)N/N=C/c3cccc(Br)c3)nnn2-c2nonc2N)cc1	-15.0	-2.4	6.5	3.2	8.1	-3.7	-0.9	-1.3
Cc1noc(C)c1NC(=O)Nc1ccc2c(c1)C(=O)N([C@@H](C)CO)C[C@H](C)[C@H](CN(C)S(=O)(=O)c1ccc(Cl)cc1)O2	-3.0	x	-0.2	7.1	-1.2	-0.9	0.6	-1.1
C[C@H]1CN([C@@H](C)CO)C(=O)c2cc(NC(=O)C3CC3)ccc2O[C@@H]1CN(C)C(=O)Nc1ccc2c(c1)OCO2	-6.2	14.7	0.4	2.8	-10.7	6.9	0.7	0.7
COc1ccccc1-c1cnc2c(c1)C(=O)N([C@@H](C)CO)C[C@H](C)[C@H](CN(C)Cc1cccnc1)O2	6.6	2.4	0.3	-4.8	6.5	1.3	2.4	1.0
CCC(=O)NC1CCN(C(=S)NC)CC1	-3.1	-6.4	4.7	x	x	-16.2	-0.2	x

More entries follow:
SMILES	ERp5 inh	ARNT TACC3 PPI	E-sel inducer	esBAF inh	RAD54 branch	RAD52 inh	CASP6 VEID inh	PglD inh
CCCNC(=O)N1C[C@@H](C)[C@H](OC)CN(C)C(=O)c2ccc(NC(=O)CC)cc2OC[C@H]1C	-3.0	x	0.1	x	x	-0.7	-0.2	x
CCN(CC(=O)NCc1cccs1)C(=O)c1cc(S(=O)(=O)NCc2ccccc2)ccc1C	-0.4	-9.6	0.0	-2.9	-6.0	-6.3	0.0	-0.1
CCOC(=O)C1=C(COC(=O)c2c(OC)cccc2OC)NC(=O)NC1C (centres undefined)	1.1	0.9	-0.1	-5.0	-14.0	-11.8	-1.4	7.6
Cc1cccc(C(=O)Nc2ccc(O)c3c(=O)cc(-c4ccccc4Cl)oc23)c1	-7.7	2.1	0.1	33.1	-3.3	-8.6	1.3	1.9
O=C(NCCc1ccccc1)C(=O)NCC1CCCO1 (centres undefined)	1.7	-3.7	x	24.5	0.5	-1.9	1.2	1.2
CCCNC(=O)N1CC(=O)N2[C@H](CO)[C@@H](c3ccc(C#Cc4cccc(F)c4)cc3)[C@@H]2C1	0.3	x	-0.3	x	x	-0.2	-0.3	x
C[C@H]1CN([C@@H](C)CO)C(=O)c2cc(Br)cnc2O[C@H]1CN(C)S(=O)(=O)c1ccccc1	1.0	-30.0	-0.1	2.7	-0.2	15.8	0.0	1.9
CCCCC(CC)C(=O)Nc1cc(=O)[nH]c2nc3ccccc3n12 (centres undefined)	2.7	3.8	1.1	-1.6	-14.1	-15.3	2.1	-4.6
NC(=O)COc1ccc2oc(=O)cc(-c3cc4ccccc4o3)c2c1	3.5	-1.4	x	-1.9	24.2	-17.9	-1.8	-1.1
CCN1CCN(S(=O)(=O)c2cc(OC)ccc2OC)CC1	x	-25.7	x	-7.3	-0.4	x	x	3.2
Cc1n[nH]c(=O)c2c(NC(=O)CSc3nnnn3-c3ccc(O)cc3)oc(C)c12	-9.9	0.0	5.7	-0.7	-7.7	-14.5	2.8	-3.7
CCN(CC)c1ccc(/C=N/NC(=O)c2c[nH]c3ccccc23)cc1	u	-33.1	-0.3	x	x	-18.5	1.0	x
O=C(Nc1ccccc1F)C(=O)c1cn(CC(=O)N2CCCCC2)c2ccccc12	4.9	8.0	0.0	x	x	1.0	5.0	x
Cc1cc(C)n(CC(=O)N2CCCC(N3CCN(Cc4ccc5c(c4)OCO5)CC3)C2)n1 (centres undefined)	-2.1	-3.1	x	x	-3.6	-12.5	-0.8	-5.6
O=C(O)CCc1ccc(-c2cccs2)n1NC(=O)c1ccccc1Br	x	-0.2	1.1	-5.0	-4.4	x	x	6.2
COC(=O)[C@H]1[C@@H]2COc3ccccc3[C@H]2N[C@H]1C(=O)OC	1.9	-6.4	x	x	-4.2	11.9	3.2	-0.2
Cc1ccc(OCC(=O)NNC(=O)c2cc3ccccc3o2)cc1C	x	26.0	x	-11.3	6.3	x	x	-1.3
CC(=O)c1cc(CCC(=O)NC2CCCCCC2)oc1C	7.1	x	-0.1	0.6	3.4	-11.8	21.4	2.2
COc1ccc(Br)cc1/C=N/NC(=O)CNC(=O)c1cccnc1	3.5	23.0	0.8	-5.2	-10.8	-7.3	1.0	-1.6
C[C@H](CO)N1C[C@H](C)[C@H](CN(C)S(=O)(=O)c2ccc(F)cc2)Oc2ccc(NC(=O)Cc3ccccc3)cc2C1=O	-3.7	1.9	-17.4	-0.5	6.9	-9.9	1.8	-1.4
COc1ccc(C(=O)O)cc1S(=O)(=O)Nc1ccc(N2CCCCC2)cc1	3.0	6.1	0.0	x	x	-8.9	0.0	x
Cc1ccc(NC(=O)C2CCN(S(=O)(=O)c3cccc4nonc34)CC2)cc1	1.0	-8.5	x	-0.8	-11.5	-17.5	-7.4	2.9
COc1cc(OC)cc(C(=O)N[C@H](C(=O)Nc2ccccc2N2CCOCC2)C(C)C)c1	x	-2.6	x	-4.1	-1.4	x	x	2.3
COC(=O)c1ccc(CSc2nc3ccccc3[nH]2)o1	x	-3.3	x	19.3	-4.1	x	x	-2.9
CNC[C@H]1Oc2cc(-c3ccc(C)cc3)ccc2S(=O)(=O)N([C@H](C)CO)C[C@@H]1C	-6.3	24.7	-0.6	-3.1	4.3	-21.4	-3.6	1.6

(cont.)
SMILES	ERp5 inh	ARNT TACC3 PPI	E-sel inducer	esBAF inh	RAD54 branch	RAD52 inh	CASP6 VEID inh	PglD inh
COc1cccc(OCCOCCN(C)CCO)c1	x	-2.9	x	-11.5	0.9	x	x	1.7
Fc1ccc(-c2nnc(Cc3ccc(Cl)cc3)o2)cc1	-1.4	-5.7	-2.1	u	x	-1.6	0.2	-8.2
C[C@H]1CN([C@@H](C)CO)C(=O)c2cc(C#Cc3ccncc3)cnc2O[C@@H]1CN(C)CC1CCCC1	8.3	-2.2	0.0	0.4	-5.4	-18.7	1.4	-1.3
Cc1coc2cc3oc(=O)c(CC(=O)N(C)CC(=O)O)c(C)c3cc12	1.0	-3.4	x	-8.0	-1.4	3.3	-1.4	-0.6
CCN=C(Nc1cccc(F)c1)SC1CC(=O)N(c2ccc(OC)cc2)C1=O (centres undefined)	-3.5	-16.9	x	3.7	1.3	-1.5	7.2	1.0
Cc1[nH]n(-c2ccccc2)c(=S)c1C=Nc1ccc([N+](=O)[O-])cc1	0.4	5.4	-1.5	-6.7	x	-11.6	-20.3	x
CC(C)(C)c1ccc(C(CC(=O)O)NC(=O)C23CC4CC(CC(C4)C2)C3)cc1 (centres undefined)	3.8	1.7	2.0	-1.7	3.6	2.2	-2.8	6.9
CCCCN(CCCC)c1ccc(C(=O)c2ccccc2C(=O)O)c(O)c1	1.2	9.9	x	5.2	2.3	-18.3	10.7	6.7
CC1(C)NC(=O)N(CCOCCOc2ccccc2-c2ccccc2)C1=O	1.2	-38.2	x	x	x	-6.5	0.6	x
COc1ccc(-n2nc(C(=O)NCC(=O)NCCc3ccc(OC)c(OC)c3)c3ccccc3c2=O)cc1	-2.9	-4.2	x	-2.4	3.8	-1.4	0.6	-0.8
CCn1c(=O)n(CC(=O)N2CCN(c3ccccc3F)CC2)c(=O)c2ccccc21	x	1.1	x	0.1	4.4	x	x	1.4
COc1cc(/C=C2\SC(=S)N(N(C)c3ccccc3)C2=O)ccc1O	4.4	25.4	2.4	7.5	x	-322.5	4.4	x
CO[C@@H]1CN(C)C(=O)c2cc(NC(=O)c3ccccc3F)ccc2OC[C@@H](C)N(C(=O)c2ccccc2F)C[C@@H]1C	-2.9	-1.6	-0.1	-1.4	-11.1	8.6	0.8	-5.2
CCN(CC)C1=C(Cl)C(=O)C(Cl)C12OCCO2 (centres undefined)	-3.3	-23.8	0.4	-2.7	1.8	-8.6	2.5	-0.5

Random draw from the library; 3.2% or so of the library scored in one or more.
